# Screening results deposited in PubChem by National Center for Advancing Translational Sciences (NCATS).
# NPSR antagonist – antagonists of human neuropeptide S receptor cAMP signaling | Q6W5P4 | CHO-NPSR cells, cAMP TR-FRET, antagonist mode | Potency, µM (top dose mostly 38.3 µM), without a hit: at the top dose activity change, negative = inhibition, usual class: inhibitors | 220,000 tested, 1% active | AID 1461; also: potency is read from the fitted curve at half-maximal effect; % is scaled to controls: 0 for no effect and ±100 for the full control effect; nearly all actives have a fitted effect of over 50% in size; many of its hits are not listed in these tables
# Target sequence (Q6W5P4 whole entry, looked up): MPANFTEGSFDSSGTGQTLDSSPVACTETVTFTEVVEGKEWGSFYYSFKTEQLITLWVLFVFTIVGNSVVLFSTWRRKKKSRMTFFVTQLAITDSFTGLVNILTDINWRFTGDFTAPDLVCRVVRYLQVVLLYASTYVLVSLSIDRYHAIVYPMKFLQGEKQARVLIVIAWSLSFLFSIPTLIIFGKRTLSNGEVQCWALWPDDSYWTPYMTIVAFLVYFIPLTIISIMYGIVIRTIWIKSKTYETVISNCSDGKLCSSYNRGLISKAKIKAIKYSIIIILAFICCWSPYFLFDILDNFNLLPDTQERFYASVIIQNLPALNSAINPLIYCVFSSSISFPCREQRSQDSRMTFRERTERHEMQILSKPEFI
# Tau FP inhib – tau fibrillization inhibition (FP). K18 P301L tau heparin fibrillization, Alexa594 FP, 6 h. Potency, µM (titrated, usually from 57.7 µM), inactives show top-dose activity, negative = inhibition, hits mostly inhibitors. 280,000 tested, 0.39% active. AID 1468; also: potency is read from the fitted curve at half-maximal effect; % is scaled to controls: 0 for no effect and ±100 for the full control effect; nearly all actives have a fitted effect of over 55% in size
# Target sequence (P10636 561-689 P618L limits assumed): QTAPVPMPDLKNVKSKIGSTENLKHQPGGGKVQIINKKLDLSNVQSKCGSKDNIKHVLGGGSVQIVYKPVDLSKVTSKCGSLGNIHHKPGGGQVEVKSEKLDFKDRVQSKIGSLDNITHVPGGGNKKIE
#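 Steps: dispense K18 P301L tau (15 uM plus 0.24 uM Alexa 594 tracer, final) in pH 7 sodium acetate; add compound; add heparin (20 uM final); incubate 6 hr, 37 C; add ThT (30 uM final); after 1 hr ambient, read FP.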
# Tau fluor counter – counter-screen for tau fibril formation inhibitors; tau K18 P301L (four-repeat tau fragment) Alexa594 fluorescence, heparin fibrillization; Potency, µM (top dose mostly 57.7 µM), inactives show at the highest dose activity change, negative = decrease; 280,000 tested, 0.93% active; AID 1463; also: potency is read from the fitted curve at half-maximal effect; % is scaled to controls: 0 for no effect and ±100 for the full control effect; nearly all actives have a fitted effect of over 55% in size
#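 Human K18 P301L tau (15 uM unlabeled plus 0.24 uM Alexa 594-labeled, final) in 100 mM sodium acetate pH 7 was mixed with compound and 20 uM heparin and incubated 6 hr at 37 C.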
# TRb-SRC2 inh – TRbeta-SRC2 interaction inhibition; TRbeta-SRC2 peptide binding, fluorescence polarization; receptor liganded with 1 µM T3; Potency, µM (highest dose often 106 µM), inactives show at the highest dose activity change, negative = inhibition, hits mostly inhibitors; 280,000 tested, 0.065% active; AID 1469;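 also: potency is read from the fitted curve at half-maximal effect; plate controls were bound peptide for no effect and peptide without receptor for full effect; nearly all actives have a fitted effect of over 50% in size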
# Target sequence (P10828 whole entry, looked up): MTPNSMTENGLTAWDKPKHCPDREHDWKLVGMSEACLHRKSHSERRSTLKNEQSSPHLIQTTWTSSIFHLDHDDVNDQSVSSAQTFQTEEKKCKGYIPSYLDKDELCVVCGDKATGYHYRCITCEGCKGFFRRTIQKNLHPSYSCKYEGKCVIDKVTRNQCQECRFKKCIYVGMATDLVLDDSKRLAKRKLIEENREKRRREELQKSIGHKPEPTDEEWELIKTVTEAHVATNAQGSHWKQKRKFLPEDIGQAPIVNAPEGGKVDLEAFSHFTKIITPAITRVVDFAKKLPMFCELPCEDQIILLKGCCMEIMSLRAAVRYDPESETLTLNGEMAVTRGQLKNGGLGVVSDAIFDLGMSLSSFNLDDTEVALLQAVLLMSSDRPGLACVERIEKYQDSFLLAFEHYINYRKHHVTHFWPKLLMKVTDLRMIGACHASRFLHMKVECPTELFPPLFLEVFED
#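 Fluorescence polarization of 20 nM Texas Red SRC2 peptide with 0.6 uM human TRb ligand-binding domain, in Tris buffer with 1uM T3 and 5% DMSO. Incubated 5 hr ambient; normalized to unbound and bound controls.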
# CBFb RUNX1 block – inhibitors of human CBF-beta and RUNX1 interaction; 230,000 tested, under 10 active; AID 1477; AlphaScreen CBFb-His/RUNX1-biotin binding, biochemical; Potency, µM (highest dose often 59.8 µM), inactives show at the highest dose activity, negative = inhibition, most hits filed as inhibitors; also: % of control where 0% means no effect
#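 Proteins preincubated together for 20 min at RT before compound addition; 15 min later, nickel and streptavidin beads were added and left 90 min prior to AlphaScreen measurement.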
# GLA spleen mod – inhibits or activates alpha-galactosidase in human spleen homogenate; human spleen homogenate, 4MU-alpha-Gal fluorescence, 40 min; 240,000 tested, 0.008% active; P06280; AID 2107; Potency, µM (series often up to 80 µM), for the others: at the highest dose activity change, negative = inhibition, actives largely listed as inhibitors;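 also: potency is read from the fitted curve at half-maximal effect; 0% = enzyme with vehicle and -100% = no enzyme basal signal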
#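 Human spleen homogenate (1 ug) was the enzyme source, with 4-methylumbelliferyl-alpha-D-galactopyranoside (1 mM final) in pH 5.0 citrate buffer with 0.01% Tween-20. Compounds were titrated; after 40 min at 37C, NaOH/glycine stop, 4-MU fluorescence read; AC50 from Hill fits.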
# Epigenetic reg – regulators of epigenetic silencing causing reporter derepression in mouse cells; Potency, µM (titrated, usually from 53.9 µM), inactives show at the top dose GFP activation, hits mostly activators; murine LDR cells, GFP reporter derepression, 30 h; 280,000 tested, 0.2% active; AID 1865; also: potency is read from the fitted curve at half-maximal effect; % of control where 0% means no effect; nearly all actives have a fitted effect of over 60% in size
#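 Readout is the number of GFP-expressing murine LDR cells, counted by cytometry following washing. Cells were treated with compound for 30 h at 37 C; the stably integrated CMV-GFP locus is normally silent.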
# TR SRC2 fluor cs – counter-screen for TRb-SRC2 inhibitors: fluorescence interference; TRb/SRC2 Texas Red total fluorescence interference; Potency, µM (titrated, usually from 106 µM), inactives show top-dose fluorescence change, negative = quenching; 280,000 tested, 0.29% active; active = well fitted curve in either direction with a large enough effect; inconclusive = small, poorly fitted or top-dose-only effect; also: potency is read from the fitted curve at half-maximal effect; % is scaled to controls: 0 for no effect and ±100 for the full control effect
#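 Human TRb ligand-binding domain at 0.6 uM with 20 nM Texas Red SRC2 peptide in Tris buffer containing 1 uM T3 and 5% DMSO, incubated with compound 5 h at ambient temperature. Total fluorescence (555/632 nm) calculated as parallel + 2 × perpendicular.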
# Numbers without * were called inactive; u = inconclusive; x = no result given; [ ] = dose if it differs, or a comment. Unless noted, calls follow the shape of the dose curve; as a rule, active = well fitted curve in the direction sought with a large enough effect; inconclusive = small, poorly fitted or top-dose-only effect, or another doubt; inactive = no such curve, though single readings can be large; an effect the other way counts as inactive or inconclusive. An excerpt; the hit share may differ from the screen's.
# The opening two compounds, to show the layout:
nr	structure	NPSR antagonist	Tau FP inhib	Tau fluor counter	TRb-SRC2 inh	CBFb RUNX1 block	GLA spleen mod	Epigenetic reg	TR SRC2 fluor cs
1	CCc1ccccc1NC(=O)Cn1nc(-c2cc(C)ccc2C)c2c(c1=O)CCCC2	x	-7%	-4%	3%	x	x	-1.0%	-1%
2	COc1ccc(-c2c(C)c3ccc(O)c(CN4CCCCC4C)c3oc2=O)cc1OC (stereo not given)	x	-3%	-4%	-3%	x	x	0.6%	-2%

# All compounds of this part, repeating the preview:
nr	structure	NPSR antagonist	Tau FP inhib	Tau fluor counter	TRb-SRC2 inh	CBFb RUNX1 block	GLA spleen mod	Epigenetic reg	TR SRC2 fluor cs
1	CCc1ccccc1NC(=O)Cn1nc(-c2cc(C)ccc2C)c2c(c1=O)CCCC2	x	-7%	-4%	3%	x	x	-1.0%	-1%
2	COc1ccc(-c2c(C)c3ccc(O)c(CN4CCCCC4C)c3oc2=O)cc1OC (stereo not given)	x	-3%	-4%	-3%	x	x	0.6%	-2%
3	CCCCCn1cc2c(c1-c1ccccc1Br)c(=O)n(C)c(=O)n2C	x	3%	-10%	-12%	x	x	-0.3%	0%
4	COc1ccc(CNC(=O)c2sc3nc4c(c(C(F)(F)F)c3c2N)CCC4)cc1	-4%	5%	u	-1%	u	5%	-1.0%	-4%
5	C=C(C)c1cccc(C(C)(C)NC(=O)N2CCCCC2CC)c1 (stereo not given)	u	7%	-2%	-2%	-2%	-3%	-3.0%	1%
6	CC(C)c1ccc(NC(=O)c2cc(S(=O)(=O)N3CCCCC3)cn2C)cc1	x	-12%	9%	-1%	x	x	-1.5%	u
7	C#CCOCCOCCOCCNc1nc(N2CCOCC2)nc(N2CCN(C(=O)[C@H]([C@@H](C)O)n3cc(CCCCN)nn3)CC2)n1	15%	-3%	-8%	8%	1%[2.36 µM]	3%	3.0%	-1%
8	O=C(NCC1CCCO1)NC1CCCCC1 (stereo not given)	-3%[46.1 µM]	-4%	7%	7%	0%	-2%	0.1%	1%
9	COc1ccccc1C(=O)Nc1sc2c(c1C(=O)NCc1ccco1)CCCC2	u	-5%	-12%	-2%	4%	-4%	4.1%	0%
10	CN(C(=O)CSc1nnc(-c2c[nH]c3ccccc23)o1)C1CCS(=O)(=O)C1 (stereo not given)	6%	8%	-1%	4%	3%	5%	1.1%	-3%
11	Cc1cc2nn(-c3ccc(F)cc3)nc2cc1NC(=O)c1cccc2ccccc12	x	-6%	-15%	9%	x	x	14%	3%
12	Cc1cc(C)nc(N/N=C/c2cn[nH]c2-c2ccc(F)cc2)n1	-1%	0%	-3%	4%	4%	5%	0.0%	-3%
13	O=C(CN(C(=O)CNC(=O)c1cccs1)c1ccc2c(c1)OCCO2)NC1CCCC1	-9%[46.1 µM]	4%	-3%	0%	11%	-1%	-1.1%	2%
14	COc1ccc(NC(=O)CN(C)S(=O)(=O)c2ccc(Cl)cc2)cc1Cl	-1%[46.1 µM]	-4%	-7%	1%	3%	-9%	2.3%	-3%
15	Cc1ccc(C(=O)Nc2cnc3ccccc3c2)cc1	-12%[46.1 µM]	-10%	-18%	-7%	3%	7%	0.7%	-5%
16	Cc1ccc(-c2csc3ncnc(-n4nnc5ccccc54)c23)cc1C	-22%	-4%	-3%	1%	-2%	3%	0.0%	-2%
17	CCc1cccc(CC)c1NC(=O)CN1CC(C)SC1=NC1CCCCC1 (stereo not given)	-14%[46.1 µM]	1%	-2%	-16%	4%	6%	0.4%	-1%
18	CCC(=O)c1ccc(OC(C)C(=O)NC2(C#N)CCCCC2)cc1 (stereo not given)	1%	-7%	-4%	1%	7%	8%	1.1%	-6%
19	O=C(COc1ccccc1-c1ccccc1)Nc1ccc(S(=O)(=O)NCc2ccco2)cc1	-12%[46.1 µM]	-11%	-15%	-2%	1%	10%	-4.1%	3%
20	Cc1cc(S(=O)(=O)NC2CCCCC2)ccc1OCC(=O)NCc1ccccn1	-20%[46.1 µM]	0%	-3%	9%	3%	-1%	0.0%	2%
21	CC1CC(=O)N(CC(=O)NCc2ccc3c(c2)OCO3)c2ccccc2S1 (stereo not given)	-14%[46.1 µM]	-1%	-10%	-6%	13%	9%	0.0%	4%
22	COc1ccc(OC)c(NC(=O)C2CCCN(S(=O)(=O)c3ccc4c(c3)CCCC(=O)N4)C2)c1 (stereo not given)	x	-1%	-15%	-2%	x	x	0.8%	-3%
23	O=C(N1CCN(c2ccccc2)CC1)C(F)(F)C(F)(F)F	3%[46.1 µM]	3%	2%	3%	4%	0%	1.1%	1%
24	O=[N+]([O-])c1cccc(-c2ccc(SCc3cccnc3)nn2)c1	-20%	2%	-15%	-5%	-8%	0%	-0.8%	-3%
25	O=C(O)c1ccc2c(c1)C(=O)N(CCC1=CCCCC1)C2=O	-15%[46.1 µM]	3%	-1%	9%	7%	-11%	-1.1%	0%
26	CCN(CC)c1cc(C)c(C#N)c2nc3ccccc3n12	30%	-8%	-15%	1%	22%	2%	1.1%	-2%
27	CCOC(=O)CC1NC(=O)c2ccccc21 (stereo not given)	2%[46.1 µM]	-2%	-4%	-7%	1%	0%	-0.9%	-3%
28	Cc1c(-c2cc[n+]([O-])cc2)oc2ccc(Br)cc2c1=O	0%	0%	0%	-3%	5%	4%	1.1%	-6%
29	COCc1cc(=O)[nH]c(Nc2nc3ccc(C)cc3o2)n1	-23%[46.1 µM]	1%	-2%	-15%	-6%	-14%	16%	-4%
30	CCOC(=O)c1ccc(NC(=O)COc2ccc(S(=O)(=O)NC(C)(C)C)cc2)cc1	-5%[46.1 µM]	-15%	-9%	-10%	9%	12%	-1.2%	0%
31	CC(C)CCOc1ccccc1Cn1c(=O)sc2ccccc21	x	-11%	-6%	6%	x	x	1.0%	6%
32	CCOC(=O)c1sc2ncn(CC(=O)NCC3CCCO3)c(=O)c2c1C (stereo not given)	-4%[46.1 µM]	1%	9%	6%	10%	0%	0.0%	0%
33	O=C(CNc1n[nH]c(=O)[nH]c1=O)N/N=C/C1CC=CCC1 (stereo not given)	14%	5%	14%	-6%	-3%	2%	0.2%	-2%
34	Cc1ccccc1Nc1nn2c(=O)c3ccccc3nc2s1	u	u	-14%	3%	2%	-7%	-2.7%	-5%
35	Cc1sc2ncn(CC(=O)N3CCN(c4ccc(F)cc4)CC3)c(=O)c2c1S(=O)(=O)N1CCC(C)CC1	x	15%	u	6%	x	x	-0.4%	-2%
36	Cc1ccc2cc(C#N)c(SCc3nnc(-c4ccccc4[N+](=O)[O-])o3)nc2c1	-3%	11%	u	5%	8%	-9%	3.2%	-14%
37	Cc1cc(Cl)ccc1NC(=O)Cc1ccc(NC(=O)N2CCCCc3ccccc32)cc1	x	8%	-1%	2%	x	x	0.0%	2%
38	NC(=O)CNC(=O)[C@@H]1CC2(CC(c3ccc(Cl)cc3)=NO2)CN1C(=O)c1ccc(Br)cc1 (stereo not given in full)	-10%[46.1 µM]	-9%	1%	-15%	2%	1%	1.5%	-1%
39	Cc1ccc(NC(=O)/C=C/c2ccccc2Cl)cc1Cl	x	u	-24%	-4%	x	x	0.0%	u
40	COc1ccc(C(OC(=O)c2c(C)noc2C)C(=O)NC2CCCC2)cc1 (stereo not given)	-6%[46.1 µM]	-3%	-11%	13%	2%	5%	-1.0%	0%
41	Cc1ccc(Cl)cc1NS(=O)(=O)c1ccc(N2CCCCS2(=O)=O)cc1	x	-2%	-19%	-10%	x	x	-4.2%	0%
42	CCCn1c(-c2cc(OC)c(OC)c(OC)c2)nc2nc3ccccc3nc21	-18%[46.1 µM]	5%	-1%	-12%	7%	13%	-1.7%	-3%
43	Cc1ccc(S(=O)(=O)N/N=C\c2cccnc2)cc1	-5%[46.1 µM]	-4%	-2%	1%	5%	10%	-0.9%	-1%
44	CCOc1ccc(C(=O)NCc2ccccn2)cc1	-3%[46.1 µM]	4%	3%	-2%	-8%	1%	0.4%	-1%
45	CC(=O)c1cccc(Nc2ncnc3c2cnn3C)c1	x	-1%	-2%	3%	x	x	-1.2%	-2%
46	Nc1nc2c(c(=O)[nH]1)N=C(CNc1ccc(C(=O)NC(CCC(=O)O)C(=O)O)cc1)CN2 (stereo not given)	x	-2%	-8%	-2%	24%[21.7 µM]	u	-2.7%	-4%
47	C/C(=N\NS(=O)(=O)c1ccc(C)c([N+](=O)[O-])c1)c1ccc2c(c1)OCO2	-11%	5%	-22%	3%	-5%	4%	0.0%	-1%
48	COc1ccccc1CNC(=O)C1CCN(S(=O)(=O)c2c(C)noc2C)CC1	-21%[46.1 µM]	0%	-7%	-9%	3%	-27%	1.9%	2%
49	Cc1ccc(C)c(NC(=O)Cn2nc(C)c3nn(-c4ccc(Cl)cc4)c(C)c3c2=O)c1	x	14%	12%	2%	x	x	-0.5%	-1%
50	O=C(/C=C/c1ccccc1)N1CCN(S(=O)(=O)c2ccc(F)cc2)CC1	-21%	-2%	-6%	0%	-3%	-14%	-0.3%	0%

# Carrying on:
nr	structure	NPSR antagonist	Tau FP inhib	Tau fluor counter	TRb-SRC2 inh	CBFb RUNX1 block	GLA spleen mod	Epigenetic reg	TR SRC2 fluor cs
51	CCN(CC)S(=O)(=O)c1cc(NC(=O)CN2C(=O)NC3(CCCc4ccccc43)C2=O)ccc1C (stereo not given)	-9%	-9%	u	2%	3%	3%	-0.8%	-2%
52	CC(C)C(O)(C#CCN1CCCCC1)C(C)C	-7%[46.1 µM]	2%	-9%	10%	-3%	-2%	-0.9%	-1%
53	CCC(=O)Oc1ccc2oc(=O)cc(C)c2c1	13%	-7%	0%	-2%	-3%	4%	2.2%	1%
54	O=C(NCCN1CCCCC1)c1ccc(=O)oc1	11%[46.1 µM]	3%	-5%	9%	8%	6%	-0.8%	1%
55	Cc1csc2nc(-c3cccc(NS(C)(=O)=O)c3)cn12	x	3%	1%	-3%	x	x	-4.7%	-2%
56	O=C(Nc1nnc(CCN2CCCCC2)s1)c1ccccc1	19%	9%	-3%	7%	-2%	0%	-2.5%	-2%
57	COc1ccc(C(=O)Nc2cccc(-c3cn4ccsc4n3)c2)cc1OC	x	u	-23%	-4%	x	x	-0.1%	-1%
